Source: PubChem (National Center for Advancing Translational Sciences (NCATS))
SNCA expr inhib: Primary qHTS assay for inhibitors of alpha-synuclein gene (SNCA) expression. HEK-293 SNCA-luciferase knock-in, luminescence, 24 h. Potency, µM (doses to about 57.2 µM), inactives show top-dose activity change, negative = inhibition, actives largely listed as inhibitors. 140,000 compounds, 0.17% hits. AID 1671194, 2021;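 also: potency is read from the fitted curve at half-maximal effect; plate controls were DMSO cells for no effect and cell-free wells for full effect; nearly all actives have a fitted effect of over 45% in size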
IP6K1 inh: Primary qHTS assay for small molecule inhibitors of Inositol hexaphosphate kinase 1 (IP6K1); activity change, % (series mostly up to about 58 µM); IP6K1 kinase, ADP-Glo luminescence, 2 h; stronger effect = lower value; 140,000 compounds, 0.81% hits; in the data active = activity change below about -25%
Target sequence (Q92551 whole entry, looked up): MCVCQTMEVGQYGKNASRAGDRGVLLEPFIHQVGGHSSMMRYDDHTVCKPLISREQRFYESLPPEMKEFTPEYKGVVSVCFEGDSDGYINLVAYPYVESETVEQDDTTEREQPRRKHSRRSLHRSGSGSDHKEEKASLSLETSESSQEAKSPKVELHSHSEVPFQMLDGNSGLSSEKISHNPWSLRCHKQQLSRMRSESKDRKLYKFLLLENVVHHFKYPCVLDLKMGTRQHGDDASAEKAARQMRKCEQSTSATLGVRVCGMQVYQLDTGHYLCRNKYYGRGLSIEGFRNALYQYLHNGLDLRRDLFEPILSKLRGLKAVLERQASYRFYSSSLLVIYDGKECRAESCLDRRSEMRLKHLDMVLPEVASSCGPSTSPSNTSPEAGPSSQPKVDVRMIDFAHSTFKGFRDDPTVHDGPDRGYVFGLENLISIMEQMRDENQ
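ADP-Glo luminescence measures ADP made by human IP6K1 during a 2 h RT reaction with ATP/IP6 (mix at 1.3 mM/130 uM); top library doses 57.5 and 19.1 uM final.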
HEK293 viab: GF-AFC viability counterscreen for inhibitors of alpha-synuclein gene (SNCA) expression. 150,000 compounds, 0.12% hits. HEK-293-SNCA-luc viability, GF-AFC fluorescence, 24 h. Potency, µM (highest dose often 57.1 µM), for the others: at the top dose activity change, negative = cytotoxicity, usual class: cytotoxic;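 also: potency is read from the fitted curve at half-maximal effect; 0% = DMSO-treated cells and -100% = medium-only wells without cells; nearly all actives have a fitted effect of over 30% in size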
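HEK-293-SNCA-luc cells (1500/well) plated 24 h, then exposed 24 h to a dilution series; GF-AFC added 30 min at 37C, fluorescence 405/540 nm; normalised to medium-only and DMSO wells, Hill fit.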
FLuc inh: Firefly luciferase inhibition profiling of diverse chemical library using quantitative high-throughput screening; Luciferin 4-monooxygenase (Photinus pyralis), P08659; purified P. pyralis luciferase, luminescence, biochemical; Potency, µM (top dose mostly 115 µM), inactives show at the highest dose activity change, negative = inhibition, hits mostly inhibitors; 76,000 compounds, 2.5% hits; AID 1347043, 2019; also: potency is read from the fitted curve at half-maximal effect; nearly all actives have a fitted effect of over 65% in size
Target sequence (P08659 whole entry, looked up): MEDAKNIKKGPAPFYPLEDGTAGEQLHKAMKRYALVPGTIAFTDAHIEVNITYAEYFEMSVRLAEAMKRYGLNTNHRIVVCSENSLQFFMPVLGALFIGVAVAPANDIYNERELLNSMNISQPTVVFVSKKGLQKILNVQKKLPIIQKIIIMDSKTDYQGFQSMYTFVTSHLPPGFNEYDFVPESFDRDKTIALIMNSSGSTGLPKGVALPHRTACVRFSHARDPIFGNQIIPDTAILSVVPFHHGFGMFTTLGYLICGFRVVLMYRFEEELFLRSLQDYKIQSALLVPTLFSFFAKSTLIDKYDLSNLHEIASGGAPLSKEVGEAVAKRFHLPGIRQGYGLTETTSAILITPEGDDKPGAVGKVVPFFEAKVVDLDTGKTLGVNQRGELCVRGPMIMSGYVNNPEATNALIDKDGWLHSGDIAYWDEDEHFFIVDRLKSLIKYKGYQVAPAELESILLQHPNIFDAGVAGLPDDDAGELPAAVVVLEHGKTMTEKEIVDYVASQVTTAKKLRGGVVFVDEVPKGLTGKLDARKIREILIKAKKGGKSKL
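FLuc 10nM, D-luciferin 10uM, ATP 10uM, Mg acetate 10mM, Tris acetate pH 7.5, Tween/BSA; cpd qHTS; enzyme added last; CCD luminescence.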
HEK cytotox: Cytotoxic Profiling in HEK 293 Cell Line of Diverse Libraries Using Quantitative High-Throughput Screening. AID 1345083, 2018. 94,000 compounds, 6.6% hits. Potency, µM (titrated, usually from 115 µM), for the others: top-dose activity change, negative = cytotoxicity, actives largely listed as inhibitors. HEK 293 viability, ATP luminescence (CellTiter-Glo), 48-72 h; also: potency is read from the fitted curve at half-maximal effect; nearly all actives have a fitted effect of over 60% in size
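HEK 293 cells seeded at 250 cells/well were exposed to compound for 48 or 72 hr at 37 degree Celsius. Viability taken as ATP content by CellTiter-Glo luminescence.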
NIH3T3 tox: Cytotoxic Profiling in NIH 3T3 Cell Line of Diverse Libraries Using Quantitative High-Throughput Screening. 94,000 compounds, 4.3% hits. AID 1345082, 2018. NIH 3T3 viability, CellTiter-Glo ATP luminescence, 48-72 h. Potency, µM (doses to about 96.7 µM), without a hit: at the highest dose activity change, negative = cytotoxicity, actives largely listed as inhibitors; also: potency is read from the fitted curve at half-maximal effect; nearly all actives have a fitted effect of over 55% in size
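ATP-dependent luminescence (CellTiter-Glo) served as the viability signal for NIH 3T3 cells treated with compound for 48 or 72 hr at 37 °C.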
GPT2 inhibitor: Primary qHTS assay for inhibitors of Glutamate pyruvate transaminase 2 (GPT2); Alanine aminotransferase 2 (Homo sapiens), Q8TD30; Recombinant GPT2, coupled pyruvate oxidase/HRP Amplex Red fluorescence; Potency, µM (titrated, usually from 57.7 µM), for inactives: at the highest dose activity change, negative = inhibition, most hits filed as inhibitors; 100,000 compounds, 0.25% hits; also: potency is read from the fitted curve at half-maximal effect; nearly all actives have a fitted effect of over 60% in size; many of its hits are not listed in these tables
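Inhibition is scored from Amplex Red fluorescence generated when pyruvate oxidase and HRP act on pyruvate released by GPT2. Reactions contain 10ng/uL enzyme, 250uM a-KG and 2mM L-alanine and run 30 min at room temperature.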
The depositor's hits bear a star; i = inactive; ? = inconclusive; . = not tested or not shown; [ ] = another dose, or the depositor's remark. Unless noted, calls follow the shape of the dose curve; as a rule, active = well fitted curve in the direction sought with a large enough effect; inconclusive = small, poorly fitted or top-dose-only effect, or another doubt; inactive = no such curve, though single readings can be large; an effect the other way counts as inactive or inconclusive. Unless noted, % is scaled to controls: 0 for no effect and ±100 for the full control effect. The order is random; any-hit rate near 7.8%.

A first look (4 entries):
SMILES	SNCA expr inhib	IP6K1 inh	HEK293 viab	FLuc inh	HEK cytotox	NIH3T3 tox	GPT2 inhibitor
CCCCSc1nc(-c2cccc(OC)c2)nc2c1Cc1c(CO)cnc(C)c1O2	42%[activator]	28	6%	.	.	.	.
COc1cccc(C(O)c2nc(C(=O)Nc3ccc4c(c3)CC(=O)N4)c(C)o2)c1 (centres undefined)	-5%[87.6 µM]	-2	-13%[87.6 µM]	-7%[172 µM]	100µM*	?	2%[88.5 µM]
Cc1cc(C)c(C)c(S(=O)(=O)N2CCC(c3c[nH]c4c(C)cccc34)CC2)c1C	22%	-11	?	-6%	?	?	2%
CC(C)c1noc(-c2cn(C3CCCN(C(=O)c4ccc5c(c4)OCO5)C3)nn2)n1 (centres undefined)	-5%	0	-6%	11%	-16%	-13%	-4%

Main list, from the start:
SMILES	SNCA expr inhib	IP6K1 inh	HEK293 viab	FLuc inh	HEK cytotox	NIH3T3 tox	GPT2 inhibitor
CCCCSc1nc(-c2cccc(OC)c2)nc2c1Cc1c(CO)cnc(C)c1O2	42%[activator]	28	6%	.	.	.	.
COc1cccc(C(O)c2nc(C(=O)Nc3ccc4c(c3)CC(=O)N4)c(C)o2)c1 (centres undefined)	-5%[87.6 µM]	-2	-13%[87.6 µM]	-7%[172 µM]	100µM*	?	2%[88.5 µM]
Cc1cc(C)c(C)c(S(=O)(=O)N2CCC(c3c[nH]c4c(C)cccc34)CC2)c1C	22%	-11	?	-6%	?	?	2%
CC(C)c1noc(-c2cn(C3CCCN(C(=O)c4ccc5c(c4)OCO5)C3)nn2)n1 (centres undefined)	-5%	0	-6%	11%	-16%	-13%	-4%
Cc1nn(-c2ccccc2)c2c1C(C1CC1)N(C1CCN(Cc3ccc(OC(F)(F)F)cc3)CC1)C2=O (centres undefined)	.	-1	.	.	-2%	-22%	.
Cc1cccc(N2CCN(CCNC(=O)Nc3ccc(Cl)cc3)CC2)c1C	3%	6	-3%	.	.	.	.
Cn1nc(-c2nncn2CC2CC2)c2c1CCN(C(=O)c1n[nH]c(=O)c3ccccc13)C2	2%	-6	8%	7%	-7%	0%	-4%
CC1=C[C@@H](CNC(=O)CCCC(=O)O)[C@H](C(C)C)C[C@H]1Cc1nc2ccc(Cl)cc2[nH]1	2%	-2	-7%	-3%	-9%	-30%	i
O=C(NC1CCCC1)N1CC(c2nnc(-c3ccncc3)o2)C2(CCOCC2)C1 (centres undefined)	32%[activator]	16	3%	2%	i	3%	i
CCOC(=O)c1c(C)[nH]c(C)c1S(=O)(=O)N(C)CC(=O)N1CCN(c2cccc(Cl)c2)CC1	-13%	-6	-10%	.	.	.	.
Cc1ccc(N2CCC(NC(=O)c3ccc(Br)o3)C2=O)cc1C (centres undefined)	-16%	-1	6%	2%	?	-2%	i
CC(C)S(=O)(=O)c1ncc(CN(C)Cc2ccsc2)n1CCc1ccccc1	?	12	-1%	-7%	?	-22%	-14%
CCC(=O)Nc1cc(-c2cccnc2)nn1-c1ccccc1	11%[87.6 µM]	2	4%[87.6 µM]	.	-5%[172 µM]	-7%[138 µM]	i
CCn1nc(C)c2c(-c3ccccc3)cc(=O)n(C(C)C(=O)NCCc3ccc(Cl)cc3)c21 (centres undefined)	-11%	3	-21%	.	.	.	.
COc1ccc(CNc2nc(-c3ccc(Cl)cc3)nn2C(=O)c2ccccc2)cc1	7%	20	6%	.	.	.	.
Cc1ncoc1C(=O)N1CCC(c2noc(-c3ccncc3)n2)C1 (centres undefined)	23%	-6	2%	-5%	-15%	1%	-5%
Cc1cn2nnc(C(=O)NCCc3ccccc3)c2c(=O)[nH]1	9%	0	2%	-13%	10%	3%	i
O=C(c1ccsc1)N1CCC(Oc2cccnc2)C1 (centres undefined)	52%[activator]	11	9%	0%	1%	i	i
O=C(CCCc1ccccc1)N1CCC(c2nc(C3CCOCC3)no2)C1 (centres undefined)	-4%	8	-4%	-8%	-4%	4%	3%
CCCCN(CC)CCNC(=O)c1cn(C)c(=O)c2c1c1ccccc1n2C	-21%	-1	16%	.	.	.	.

Laid out differently: results already given
Structure | SNCA expr inhib | IP6K1 inh | HEK293 viab | FLuc inh | HEK cytotox | NIH3T3 tox | GPT2 inhibitor
COc1ccc(CNc2nc(-c3ccc(Cl)cc3)nn2C(=O)c2ccccc2)cc1 | 7% | 20 | 6% | . | . | . | .
Cc1ncoc1C(=O)N1CCC(c2noc(-c3ccncc3)n2)C1 (centres undefined) | 23% | -6 | 2% | -5% | -15% | 1% | -5%

(listing goes on)
SMILES	SNCA expr inhib	IP6K1 inh	HEK293 viab	FLuc inh	HEK cytotox	NIH3T3 tox	GPT2 inhibitor
CC1(C)CC[C@]2(C(=O)O[C@@H]3O[C@H](CO)[C@@H](O)[C@H](O)[C@H]3O)CC[C@]3(C)C(=CCC4[C@@]5(C)C[C@@H](O)[C@H](O)[C@](C)(C=O)C5CC[C@]43C)[C@@H]2[C@@H]1O (some centres undefined)	.	2	-34%[23.9 µM]	.	.	.	i
CC(C)(C)OC(=O)N1CCC(c2nnc(SCc3cccc(Cl)c3)o2)CC1	-10%	-14	9%	.	.	.	.
Cc1ccc(Cl)cc1N1CCN(C(=O)c2ccc3c(c2)CCN3S(=O)(=O)c2ccccc2)CC1	18%	2	7%	.	.	.	.
CN1CCC(C(=O)N2Cc3ccccc3CC3(CCCN(CC4CCNC4)C3)C2)CC1 (centres undefined)	27%	12	-6%	.	-8%	-7%	i
COC(=O)[C@@H]1Cc2ncn(C)c2CN1C(=O)c1ccccc1	?	14	6%[87.6 µM]	-16%[172 µM]	-13%[172 µM]	-23%[174 µM]	-20%[88.5 µM]
O=C(NCCCc1ccccc1)C1CN(Cc2ccccc2)C(=O)N1 (centres undefined)	-21%[87.6 µM]	-3	9%[87.6 µM]	-8%[172 µM]	-21%[172 µM]	-23%[138 µM]	0%[88.5 µM]
CCn1c(CN2CCC(C)CC2)nc2cc(NC(=O)c3ccc([N+](=O)[O-])cc3)ccc21	-21%	6	3%	.	.	.	.
CN1CCN(CC(N)C2CCCCC2)CC1 (centres undefined)	6%[87.6 µM]	-17	-2%[87.6 µM]	.	-6%[230 µM]	i	-14%[88.5 µM]
CCCNC(=O)C1COC2(CCN(C(=O)c3ccc(OC)cc3)CC2)N1C(=O)c1ccccc1 (centres undefined)	-3%	0	-11%	3%	-1%	-2%	i
COc1ccc(-c2nc(Cn3c(=O)cc(C)c4c(C)nn(-c5ccccc5)c43)c(C)o2)c(OC)c1	23%	-2	1%	.	.	.	.
CC1CCCN(CCCNC(=O)c2cc3c(Cl)nc4ccccc4c3s2)C1 (centres undefined)	10%	18	5%	.	.	.	.
CC(=O)c1cccc(NC(c2ccc(F)cc2)c2nnc(-c3ccccc3)o2)c1 (centres undefined)	-8%	15	-21%	.	.	.	.
O=C(c1ccc(Cl)nc1)N1CCN(C(=O)c2nc3cccnc3n(C3CC3)c2=O)CC1	-10%	-1	-11%	.	-2%	1%	-1%
CCc1noc(-c2nc(-c3ccc(F)c(F)c3)no2)n1	38%[activator]	12	5%	?	4%	i	-4%
CNC(=O)c1cc(C2CC2)nc2c1c(C1CCCN1C(=O)c1cccc(Cl)c1)nn2C (centres undefined)	.	-5	.	.	i	-2%	.
O=C(NCCN[S+](=O)([O-])c1ccccc1)c1cccc(-c2ccc(C(F)(F)F)cc2)c1	?	9	8%[12.5 µM]	.	10µM*	22µM*	-25%
Clc1ccc(-c2nc3sccn3c2C=NOCc2ccc(Cl)c(Cl)c2)cc1	-4%	.	6%	.	.	.	-1%
O=C(Cc1ccc(F)cc1)N1CCC2(CC1)CN[S+](=O)([O-])c1cccnc1O2	-15%	4	-5%	.	-6%	-17%	3%
CCn1ccc(C(=O)N2CCC([C@H]3[C@@H](OC)C(=O)N3C(C)C)CC2)n1	-16%	24	2%	6%	4%	-2%	4%
CC(C(=O)Nc1cc(C#N)ccc1CCCC(=O)O)c1ccc(F)c2ccccc12 (centres undefined)	.	29	11%	.	.	.	i
CC(C)C[C@H](NC(=O)[C@@H]1C[C@H](NC(=O)c2cccn2C)CN1C(=O)c1cccn1C)C(N)=O	2%	-14	3%	-4%	i	0%	i
O=C(NCc1cc(-c2ccccc2)n[nH]1)[C@H]1CCC[C@H](O)C1	24%	17	2%	-27%	-10%	-18%	-17%
COc1ccc(-c2c(C(=O)N3CCOCC3)nc3sccn23)cc1	14%[87.6 µM]	19	-2%[87.6 µM]	.	-5%[172 µM]	-13%[138 µM]	?
O=C(Nc1cc(C(F)(F)F)ccc1Cl)c1ccc2c(c1)CCN2S(=O)(=O)c1ccccc1	14%	12	3%	.	.	.	.
O=C(Cn1c(=O)n(-c2ccc(F)c(Cl)c2)c(=O)c2sc3ccccc3c21)NC1CCCCC1	-1%	-9	-20%	.	.	.	.
CC(=O)N1CCCCCCNC(=O)[C@@H]2CCC[C@@H]21	-1%	6	-4%	-2%	i	3%	i
COCCCNC(=O)c1c(C)noc1-c1cc(OC)cc(OC)c1	-1%	-15	7%	-2%	-20%	-21%	i
CCc1noc(-c2cn(C3CCN(C(=O)c4ccc(OC)cc4)C3)nn2)n1 (centres undefined)	-24%	-24	-27%	-9%	-21%	?	4%
COc1ccc(OC)c(CNC(=O)c2cc(S(=O)(=O)N3CCC(C)CC3)cn2C)c1	?	-6	15%	.	.	.	.
COCCN1C(=O)c2ccccc2C(C(=O)Nc2nnc(C3CC3)s2)C12CCCC2 (centres undefined)	-9%	3	-3%	7%	-12%	-12%	3%

Record cards, from the list above. Values in the order: SNCA expr inhib, IP6K1 inh, HEK293 viab, FLuc inh, HEK cytotox, NIH3T3 tox, GPT2 inhibitor
Profile of O=C(NCc1cc(-c2ccccc2)n[nH]1)[C@H]1CCC[C@H](O)C1 → 24%, 17, 2%, -27%, -10%, -18%, -17%
Profile of COc1cccc(C(O)c2nc(C(=O)Nc3ccc4c(c3)CC(=O)N4)c(C)o2)c1 (centres undefined) → -5%[87.6 µM], -2, -13%[87.6 µM], -7%[172 µM], 100µM*, ?, 2%[88.5 µM]
